Assay outcomes: PubChem BioAssay, NMMLSC
Cdc42 wt GTP: modulators of GTP binding to wildtype Cdc42, primary screen, biochemical, multiplex bead flow cytometry, Bodipy-GTP | 190,000 tested, 0.2% active | Cell division control protein 42 homolog (Homo sapiens), P60953 | percent activity (GTP binding), % at 10 µM | GST-Cdc42 beads; actives lie on both sides;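 active = percent activity GTP binding at least 20 points away from the 100% baseline, either down as inhibitor or up as activator; inconclusive = compound flagged as likely green fluorescent from well-wide comparison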;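 also: median bead fluorescence of bound Bodipy-FL-GTP at 100 nM; 0% = excess unlabeled GTP control and 100% = no compound control; below 100% means less GTP binding so inhibitor and above means activator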
Target sequence (P60953 whole entry, looked up): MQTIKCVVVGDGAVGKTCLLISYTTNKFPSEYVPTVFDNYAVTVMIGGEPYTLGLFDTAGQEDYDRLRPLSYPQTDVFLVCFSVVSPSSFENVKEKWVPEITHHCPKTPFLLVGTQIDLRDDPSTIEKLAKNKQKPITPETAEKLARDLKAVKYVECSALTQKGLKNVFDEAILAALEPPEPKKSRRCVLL
Rac1 wt GTP bind: wildtype Rac1 GTP binding modulators, primary screen, biochemical, GST-Rac1 beads, flow cytometry, multiplex; Ras-related C3 botulinum toxin substrate 1 (Homo sapiens), P63000; fluorescent GTP binding; actives lie on both sides; 0 = cold GTP competed, 100 = untreated; GTP binding activity (% of control), % at 10 µM; 190,000 tested, 0.27% active; AID 757, 2007;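 active = GTP binding activity at least 20 points away from the 100% control level, either lower or higher; inconclusive = compound flagged as likely green fluorescent, judged across all proteins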
Bim-Bcl-XL: inhibitors of Bim-Bcl-XL binding, primary screen, biochemical, multiplexed, bead flow cytometry, human Bcl-XL; Bcl-2-like protein 1 (Homo sapiens), Q07817; Bim peptide-Bcl-XL binding, fluorescence; inhibition, % at 10 µM; 190,000 tested, 0.04% active; AID 1007, 2008
Target sequence (Q07817 whole entry, looked up): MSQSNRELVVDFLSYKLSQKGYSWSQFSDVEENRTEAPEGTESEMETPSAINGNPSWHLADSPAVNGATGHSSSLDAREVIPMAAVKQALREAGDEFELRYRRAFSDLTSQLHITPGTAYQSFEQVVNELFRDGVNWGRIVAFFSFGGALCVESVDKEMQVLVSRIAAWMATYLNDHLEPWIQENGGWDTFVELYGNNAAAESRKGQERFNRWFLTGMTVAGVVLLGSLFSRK
Rac1 mut GTP: GTP binding modulators of activated mutant Rac1, primary screen, biochemical, bead-based flow cytometry, multiplex, fluorescent GTP; Ras-related C3 botulinum toxin substrate 1 (Homo sapiens), P63000; GST-Rac1 activated beads; actives lie on both sides; 100% means binding = to untreated wells; percent activity (GTP binding), % at 10 µM; 190,000 tested, 0.11% active;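 active = GTP binding at least 20 percentage points away from the 100% baseline, in either direction, so actives lie on both sides; inconclusive = Compound likely fluorescent itself, or too few beads counted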
Rab2 wt GTP: modulators of GTP binding to Rab2A wildtype, primary screen, biochemical, dog, bead-based flow cytometry, multiplex. Ras-related protein Rab-2A (Canis lupus familiaris), P61105. GST-Rab2 wt beads, Bodipy-GTP binding. GTP binding activity, % at 10 µM. 190,000 tested, 0.19% active. AID 760, 2007;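 active = GTP binding activity at least 20 points away from 100%, either lowered or raised; inconclusive = signal likely due to the compound's own green fluorescence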;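 also: 0% = beads with excess unlabeled GTP and 100% = no-compound control corrected for plate trend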
Bcl-B Bim block: inhibitors of Bim-Bcl-B binding, primary screen, biochemical, multiplexed, human Bcl-2 family. Bcl-2-like protein 10 (Homo sapiens), Q9HD36. bead-based flow cytometry, Bim peptide-Bcl-B binding. inhibition, % at 10 µM. AID 951, 2007. 190,000 tested, 0.073% active;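 also: 0% = tracer peptide without compound and 100% = reference inhibitor peptide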
Target sequence (Q9HD36 whole entry, looked up): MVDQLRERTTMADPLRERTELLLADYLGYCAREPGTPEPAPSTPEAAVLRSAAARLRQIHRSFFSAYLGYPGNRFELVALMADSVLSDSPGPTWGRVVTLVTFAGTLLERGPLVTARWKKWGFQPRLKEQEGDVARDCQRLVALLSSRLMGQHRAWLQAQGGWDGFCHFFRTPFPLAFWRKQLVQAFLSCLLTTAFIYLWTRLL
Rab7 wt GTP bind: modulators of GTP binding to Rab7, primary screen, biochemical, wildtype, multiplex bead flow cytometry | Rab7 GTPase wild type (dog), Bodipy-FL-GTP binding | GST-Rab7 beads, fluorescent GTP binding; actives lie on both sides; untreated = 100%, excess cold GTP = 0% | GTP binding activity (percent of control), % at 10 µM | 190,000 tested, 0.055% active;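 active = fluorescent GTP binding to Rab7 beads changed by at least 20 points from the 100% baseline, either direction, mostly lower; inconclusive = compound itself probably fluorescent, or too few beads counted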;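 also: median green fluorescence of bound Bodipy-FL-GTP per Rab7 bead population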
Bim-Bcl-2: inhibitors of Bim-Bcl-2 binding, primary screen, biochemical, multiplexed, human Bcl-2 family | Apoptosis regulator Bcl-2 (Homo sapiens), P10415 | Bead-based flow cytometry, Bim peptide-Bcl-2 binding | inhibition, % at 10 µM | 190,000 tested, 0.06% active | AID 950, 2007; in the data active = inhibition above about 40%; inconclusive = no clear call, values can overlap the other calls;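 also: 0% = no compound wells with probe peptide and 100% = reference peptide inhibitor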
HRas wt GTP: modulators of GTP binding to HRas wildtype, primary screen, biochemical, bead-based flow cytometry, multiplex. GTPase HRas (Homo sapiens), P01112. GST-Ras wt beads, Bodipy-FL-GTP binding; actives lie on both sides. GTP binding activity, % at 10 µM. 190,000 tested, 0.14% active. AID 759, 2007;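 active = GTP binding activity at least 20% away from the 100% baseline, either lowered as inhibitor or raised as activator; inconclusive = flagged as likely green fluorescent, judged across all proteins in the well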;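 also: 0% = unlabeled GTP competition control and 100% = no-compound control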
Target sequence (P01112 whole entry, looked up): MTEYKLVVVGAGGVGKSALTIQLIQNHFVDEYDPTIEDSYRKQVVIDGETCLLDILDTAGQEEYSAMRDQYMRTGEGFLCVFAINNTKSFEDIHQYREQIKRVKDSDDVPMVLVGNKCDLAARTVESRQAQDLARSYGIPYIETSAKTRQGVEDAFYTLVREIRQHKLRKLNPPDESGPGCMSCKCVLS
Bim-Bcl-W: inhibitors of Bim binding to Bcl-W, primary screen, biochemical, multiplexed, bead-based flow cytometry; Bcl-2-like protein 2 (Homo sapiens), Q92843; Bim peptide-Bcl-W binding; inhibition, % at 10 µM; 190,000 tested, 0.02% active; AID 952, 2007;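 also: 0% = bound tracer without compound and 100% = peptide blocker; higher means less fluorescent Bim peptide bound to Bcl-W beads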
Target sequence (Q92843 whole entry, looked up): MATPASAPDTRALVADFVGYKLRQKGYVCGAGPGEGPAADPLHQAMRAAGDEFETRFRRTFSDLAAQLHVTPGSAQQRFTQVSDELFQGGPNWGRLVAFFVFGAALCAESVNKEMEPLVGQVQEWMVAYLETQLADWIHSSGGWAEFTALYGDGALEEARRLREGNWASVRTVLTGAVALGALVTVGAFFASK
Bfl-1 Bim block: inhibitors of Bim binding to Bfl-1, primary screen, biochemical, multiplexed, bead-based flow cytometry; Bcl-2-related protein A1 (Homo sapiens), Q16548; Bim-Bfl-1 binding inhibition; inhibition, % at 10 µM; 190,000 tested, 0.12% active; AID 1008, 2008;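 also: 0% = wells without compound plus tracer and 100% = blocker peptide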
* = called active by the depositor; ? = inconclusive. Rule as the data show it, unless noted: active = inhibition above about 40%.

SMILES	Cdc42 wt GTP	Rac1 wt GTP bind	Bim-Bcl-XL	Rac1 mut GTP	Rab2 wt GTP	Bcl-B Bim block	Rab7 wt GTP bind	Bim-Bcl-2	HRas wt GTP	Bim-Bcl-W	Bfl-1 Bim block
COc1ccc(OC)c(/C=C/C(=O)OCC(=O)Nc2cccc(C(C)=O)c2)c1	91	96	-3	95	92	-9	98	-1	93	-2	0
OC(CNCCC(c1ccccc1)c1ccccc1)COc1ccccc1 (stereo not given)	95	96	-3	96	98	2	103	2	95	-1	6
Cc1noc(C)c1C(=O)N1CCCC(C(=O)c2ccc(Cl)cc2)C1 (stereo not given)	96	99	0	95	94	1	94	0	94	0	0
CCc1cccc(NC(=S)N2CCC(c3ccccc3)C2)c1 (stereo not given)	97	98	-2	96	95	-3	95	-5	97	0	-6
Cc1cc(NC(=O)CSc2nnc(-c3c[nH]c4ccccc34)n2-c2ccc(F)cc2)no1	97	102	1	98	99	-2	104	-3	98	0	-8
O=C(Nc1nc(-c2ccco2)c(-c2ccco2)s1)C1CCC1	98	93	5	94	93	5	95	8	96	10	28
CN(C)c1cccc(C(=O)OCC(=O)NCc2ccco2)c1	101	105	-8	96	98	-9	100	-12	101	-5	-23
CC1Cc2ccccc2N1CC(=O)Nc1ccc(N2CCOCC2)cc1 (stereo not given)	98	101	-1	97	97	0	100	1	98	0	0
COC(=O)c1ccc(CNC(=O)CSc2nc3sc(C)c(C)c3c(=O)n2C)o1	96	95	-22	94	96	-3	97	-6	98	0	-6
CCC(C(=O)OC)n1cnc2c(nnn2-c2cccc(Cl)c2)c1=O (stereo not given)	101	99	-5	98	99	-5	98	-11	98	0	-10
COc1ccc(N(Cc2cc3cccc(C)c3[nH]c2=O)S(C)(=O)=O)cc1	105	106	-2	101	102	-7	100	-2	103	0	-12
COc1ccc(C2C3=C(CCCC3=O)Nc3nc(-c4cc(OC)c(OC)c(OC)c4)nn32)cc1OC (stereo not given)	98	106	-2	98	101	-8	100	-6	100	4	-6
O=C(c1sc2cc(F)ccc2c1Cl)N1CCN(c2ccccc2)CC1	96	100	2	96	95	1	98	0	93	1	0
CN1CCC(OC(=O)COc2ccc(C(C)(C)C)cc2)CC1	98	96	1	94	93	-3	93	-8	96	3	-10
Cc1cc(Cl)c(OCCCCNC(C)(C)C)c(Br)c1	96	99	-2	99	100	-5	96	-2	100	-1	-3
Cc1cc(C(=O)OCC(=O)N2CCCC2)c2ccccc2n1	102	103	-5	98	99	-27	102	-20	99	0	-16
CCc1ccccc1NC1=NCC(=O)N1C1CCCC1	93	102	-2	96	97	-2	104	0	99	-1	-2
Cc1ccc(OCCCCN2CCCCC2)c(Br)c1	104	104	-3	103	103	-2	105	0	103	-4	0
Cc1nc2ccccc2c2nc3ccccc3n12	106	103	-5	101	100	-8	100	-7	102	0	-14
O=C(Nc1ccc(F)cc1)N1CCN(C/C=C/c2ccccc2)CC1	99	98	-1	97	99	-2	100	-1	100	0	-2
CCSc1nnc2ccc(-c3cccs3)nn12	97	98	-1	95	95	-2	102	-8	94	0	-6
COC(=O)C1CCN(C(=O)c2sc3nc(-c4ccccc4)cn3c2C)CC1	98	103	6	96	97	-6	102	-2	100	0	-9
COc1cc(OC)cc(-c2nc3cc(C)ccc3o2)c1	97	95	4	95	97	-1	95	-1	96	9	2
Cc1cnc(NC(=O)C2CCCO2)s1 (stereo not given)	96	97	0	95	94	-4	94	-8	95	0	-6
CC1CN(Cc2ccccc2)c2nc3c(c(=O)n(C)c(=O)n3C)n2C1 (stereo not given)	96	95	-1	93	97	-6	98	-7	98	-1	-8
Cc1cccc(C(=O)O)c1NC(=O)c1ccc(F)cc1	96	105	-6	99	98	-6	101	-14	100	3	-13
Cc1cc2c(ncn2Cc2ccccc2)c([N+](=O)[O-])c1C	97	99	-2	96	95	-4	99	-3	98	0	-11
CC(C)c1ccc(/C=N/NC(=O)c2c(Cl)cnn2C)cc1	101	101	-4	94	98	-3	100	-2	101	-4	-1
Cc1ccc(OCC(=O)Nc2cccc3nsnc23)c(C)c1	94	94	-1	93	92	-1	94	-1	94	0	0
CCCC(=O)Nc1nc2nc(C)cc(=O)n2[nH]1	102	108	-1	98	100	-4	99	-7	100	0	-10
NC(=O)Cc1c[nH]c2cccc(O)c12	102	102	-4	102	101	-2	97	0	101	-4	0
CCCCSCCCNC(=O)Nc1ccc(C)c(C)c1	94	99	-2	93	98	0	94	-4	96	0	-1
COC(CNC(=O)CCc1c(C)nc2c(-c3ccc(F)cc3)c(C)nn2c1C)OC	104	105	0	103	102	1	98	-1	102	2	-1
COc1cc(/C=C(\C#N)c2nc3ccccc3[nH]2)ccc1Oc1ccc([N+](=O)[O-])cn1	101	101	-2	98	98	-6	97	-3	99	-4	0
Cc1ccc(/C=C/C(=O)NCc2cccs2)c(C)c1	?	?	0	?	?	-2	?	-2	?	3	1
COc1ccc(/C=N/Nc2ccc([N+](=O)[O-])cc2S(=O)(=O)N2CCN(C)CC2)cc1	103	100	-7	100	101	-3	104	-3	101	-2	-12
FC(F)(F)c1nc2ccccc2n2c(-c3ccc(Cl)cc3Cl)nnc12	101	96	0	97	97	1	96	0	98	1	-1
CCC(=O)Nc1ccc(S(=O)(=O)N2CCc3ccccc3C2)cc1	99	98	-4	96	99	-4	97	-9	98	-2	-3
O=C(CS(=O)(=O)c1cn(Cc2cccc(F)c2)c2ccccc12)N1CCCCC1	95	95	-7	94	95	-3	92	0	91	-1	-4
C/C(=N\N1CCN(C)CC1)c1ccc(OC(F)F)cc1	99	92	0	96	98	1	98	-1	94	1	0
Cc1ccc(C(=O)Nc2ccc(CC(=O)O)cc2)o1	103	103	-12	98	102	-5	103	-4	103	0	-15
O=C(O)Cc1ccc(NC(=O)c2cnccn2)cc1	95	99	-1	96	102	2	105	2	100	2	0
Cc1cc(C)cc(-n2c(C)cc(/C=N/NC(=O)c3ccncc3)c2C)c1	93	95	-1	93	93	-4	95	-4	96	1	-4
CCOC(=O)N1CCN(CC(O)COCC2=CCC3CC2C3(C)C)CC1 (stereo not given)	99	101	-4	95	97	-6	95	-9	96	-1	-8
COc1ccc(N(CC(=O)Nc2cccc(SC)c2)S(C)(=O)=O)cc1	106	105	-4	103	105	-4	106	-3	105	-1	-1
Cc1ccc(C)n1-c1ccc(C(=O)NN)cc1	98	102	-7	98	99	-3	99	-3	99	-6	-4
Cc1ccn2c(NCc3ccccc3)c(-c3cccs3)nc2c1	97	100	-4	95	95	-3	96	-2	95	-2	-3
CC1(C)COC2(OC1)C(=O)N(CN1CCOCC1)c1ccccc12	96	97	-1	95	96	0	92	-3	93	0	-7
O=C(O)c1ccc(-n2cccn2)c([N+](=O)[O-])c1	100	104	0	95	102	-6	108	-2	101	-3	-5
Cc1cc(C(=O)CCC(=O)N2CCN(c3ccccc3F)CC2)c(C)s1	93	94	0	93	94	-5	97	0	93	-1	-4
O=C(N/N=C/c1ccccc1F)c1csc2c1CCCC2	105	102	0	99	101	1	83	-3	101	0	-3
CC1(C)N=C2C(=[N+]1[O-])CCC/C2=N\O	105	105	-3	100	104	-7	103	-4	103	1	-9
CCCCC(=O)Nc1ccc(C(=O)Nc2cccnc2)cc1	103	110	0	103	100	-39	102	-22	103	3	-15
O=C(O)COc1ccc2occ(C(=O)c3ccccc3)c2c1	98	104	-2	99	95	-2	94	0	97	-4	0
CC(NCc1cccs1)c1ccccc1 (stereo not given)	93	101	0	95	95	0	96	0	95	2	-3
COCCNC(=O)c1ccccc1NC(=O)c1ccccc1N(C)S(C)(=O)=O	105	107	-5	101	102	-9	93	0	101	0	1
COc1cc(OC)c(C2SCCCS2)cc1OC	104	105	-5	99	100	-6	98	0	98	-1	1
Cc1ccc(-n2nc3c([n+]2[O-])CCc2c-3no[n+]2[O-])cc1	?	?	0	?	?	-5	?	-2	?	2	-12
CCOC(=O)C1(CCCc2ccccc2)CCN(C(=O)CCN2CCCCC2=O)CC1	97	103	-3	96	99	0	103	0	98	0	-4
CN(c1ccc(OCC(=O)OCC(=O)Nc2ccccc2)cc1)S(=O)(=O)c1ccc(F)cc1	102	105	-4	100	99	-3	99	-1	103	0	1
The list continues.
SMILES	Cdc42 wt GTP	Rac1 wt GTP bind	Bim-Bcl-XL	Rac1 mut GTP	Rab2 wt GTP	Bcl-B Bim block	Rab7 wt GTP bind	Bim-Bcl-2	HRas wt GTP	Bim-Bcl-W	Bfl-1 Bim block
c1coc(CNc2c3c(nc4ncnn24)CCCC3)c1	97	98	-2	95	98	-2	94	-1	99	0	-1
NC(=O)C1(NC(=O)[C@@H]2CC3(CC(c4cccc(NC(=O)[C@@H]5CCC(=O)N5)c4)=NO3)CN2C(=O)c2cnccn2)CC1 (stereo not given in full)	99	100	3	98	98	1	97	0	100	0	-1
CC1C(=O)NN=C1C(=O)N/N=C\c1ccc(O)cc1O (stereo not given)	100	95	-3	96	93	-4	96	0	93	-1	-1
COc1ccc(C(=O)NCC(=O)OCC(=O)NC2CCCC2)cc1	102	101	1	96	102	-5	101	0	102	0	-6
O=C(CN1CCN(Cc2cccc(Cl)c2)C1=O)NCc1ccccn1	102	106	0	99	98	-1	98	-2	101	2	-7
CC(Cl)C(=O)c1c[nH]c2ccccc12 (stereo not given)	96	98	-2	95	98	-2	100	-2	99	-2	-4
O=C(Cn1[nH]c(=O)c2ccccc2c1=O)Nc1ccc2c(c1)CCC2	106	106	-26	100	104	-4	106	-5	103	3	-13
COC(=O)Cc1c(C)nc2nc(-c3ccc(OC)cc3)[nH]n2c1=O	108	111	-7	101	98	-11	99	-13	102	0	-18
CC(C)=CC(=O)OCC(=O)Nc1ccc(F)cc1Cl	105	105	-17	103	103	-13	97	-19	102	-8	-21
